Screening data as filed in PubChem.
GPT2 inhibitor = blocks human glutamate pyruvate transaminase 2 | Potency, µM (titrated, usually from 57.7 µM), inactives show top-dose activity change, negative = inhibition, most hits filed as inhibitors | Recombinant GPT2, coupled pyruvate oxidase/HRP Amplex Red fluorescence | 100,000 compounds, 0.25% hits | Q8TD30; also: potency is read from the fitted curve at half-maximal effect; nearly all actives have a fitted effect of over 60% in size; many of its hits are not listed in these tables
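Fluorescence of coupled pyruvate oxidase/HRP/Amplex Red system (50uM Amplex, 30 min, dark) reports pyruvate formed by GPT2. Enzyme reaction: 10ng/uL GPT2, 2mM L-alanine, 250uM a-KG, 30 min room temperature, pH 7.5; 50uM AOA control.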
FLuc inh = inhibitors of firefly (Photinus pyralis) luciferase | P08659 | purified P. pyralis luciferase, luminescence, biochemical | Potency, µM (highest dose often 115 µM), for the others: top-dose activity change, negative = inhibition, hits mostly inhibitors | 76,000 compounds, 2.5% hits | AID 1347043; also: potency is read from the fitted curve at half-maximal effect; nearly all actives have a fitted effect of over 65% in size
Target sequence (P08659 whole entry, looked up): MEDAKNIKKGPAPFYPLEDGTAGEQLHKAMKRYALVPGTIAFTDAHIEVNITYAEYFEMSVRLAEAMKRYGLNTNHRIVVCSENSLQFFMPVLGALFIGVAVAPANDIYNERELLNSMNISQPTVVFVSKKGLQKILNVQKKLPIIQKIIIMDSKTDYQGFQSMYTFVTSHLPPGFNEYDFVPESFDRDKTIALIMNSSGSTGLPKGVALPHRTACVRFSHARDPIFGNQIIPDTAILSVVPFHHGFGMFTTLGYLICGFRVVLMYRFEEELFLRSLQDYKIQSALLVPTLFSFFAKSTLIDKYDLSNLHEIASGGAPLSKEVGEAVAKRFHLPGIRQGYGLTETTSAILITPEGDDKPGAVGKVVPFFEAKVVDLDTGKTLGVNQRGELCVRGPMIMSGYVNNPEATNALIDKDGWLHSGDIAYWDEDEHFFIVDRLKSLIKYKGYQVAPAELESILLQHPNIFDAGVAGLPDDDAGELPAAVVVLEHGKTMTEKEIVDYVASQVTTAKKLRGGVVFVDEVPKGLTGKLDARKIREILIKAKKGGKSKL
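Inhibitors were tested against purified firefly luciferase in a biochemical, low-substrate format (both substrates at 10uM) and luminescence measured with a CCD imager.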
SNCA viab count = reduces viability of HEK-293 SNCA reporter cells; HEK-293-SNCA-luc viability, GF-AFC fluorescence, 24 h; Potency, µM (doses to about 57.1 µM), without a hit: at the top dose activity change, negative = cytotoxicity, most hits filed as cytotoxic; 150,000 compounds, 0.12% hits; AID 1671193;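 also: potency is read from the fitted curve at half-maximal effect; 0% = DMSO-treated cells and -100% = medium-only wells without cells; nearly all actives have a fitted effect of over 30% in size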
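HEK-293-SNCA-luc cells (1500/well) plated 24 h, then exposed 24 h to a dilution series; GF-AFC added 30 min at 37C, fluorescence 405/540 nm; normalised to medium-only and DMSO wells, Hill fit.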
HEK cytotox = cytotoxic compounds in HEK 293 cells. HEK 293 viability, ATP luminescence (CellTiter-Glo), 48-72 h. Potency, µM (titrated, usually from 115 µM), for the others: at the top dose activity change, negative = cytotoxicity, usual class: inhibitors. 94,000 compounds, 6.6% hits; also: potency is read from the fitted curve at half-maximal effect; nearly all actives have a fitted effect of over 60% in size
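Read-out: CellTiter-Glo ATP luminescence. Cells: HEK 293, 250 cells/well. Exposure: 48 or 72 hr, 37 degree Celsius.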
SNCA expr inhib = SNCA gene expression inhibition; HEK-293 SNCA-luciferase knock-in, luminescence, 24 h; Potency, µM (top dose mostly 57.2 µM), for inactives: top-dose activity change, negative = inhibition, usual class: inhibitors; 140,000 compounds, 0.17% hits;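 also: potency is read from the fitted curve at half-maximal effect; plate controls were DMSO cells for no effect and cell-free wells for full effect; nearly all actives have a fitted effect of over 45% in size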
IP6K1 inhibitor = inhibitors of human IP6K1 | Q92551 | IP6K1 kinase, ADP-Glo luminescence, 2 h; hits give low values | activity change, % (series mostly up to about 58 µM) | 140,000 compounds, 0.81% hits | AID 1645851; in the data active = activity change below about -25%
Target sequence (Q92551 whole entry, looked up): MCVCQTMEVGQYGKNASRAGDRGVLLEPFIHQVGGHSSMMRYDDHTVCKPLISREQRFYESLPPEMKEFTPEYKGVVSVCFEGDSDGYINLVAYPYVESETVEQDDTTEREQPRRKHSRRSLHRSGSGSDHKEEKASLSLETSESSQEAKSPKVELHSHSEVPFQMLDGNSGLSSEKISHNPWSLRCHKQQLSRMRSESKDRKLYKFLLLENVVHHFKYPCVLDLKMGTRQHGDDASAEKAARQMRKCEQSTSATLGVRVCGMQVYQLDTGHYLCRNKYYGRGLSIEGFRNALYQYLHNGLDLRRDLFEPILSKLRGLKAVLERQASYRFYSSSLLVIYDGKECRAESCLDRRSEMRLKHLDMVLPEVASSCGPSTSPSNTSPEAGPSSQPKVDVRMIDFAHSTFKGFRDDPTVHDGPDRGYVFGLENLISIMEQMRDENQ
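ADP-Glo luminescence measures ADP made by human IP6K1 during a 2 h RT reaction with ATP/IP6 (mix at 1.3 mM/130 uM); top library doses 57.5 and 19.1 uM final.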
3T3 cytotox = kills NIH 3T3 cells. NIH 3T3 viability, CellTiter-Glo ATP luminescence, 48-72 h. Potency, µM (titrated, usually from 96.7 µM), inactives show at the top dose activity change, negative = cytotoxicity, most hits filed as inhibitors. 94,000 compounds, 4.3% hits; also: potency is read from the fitted curve at half-maximal effect; nearly all actives have a fitted effect of over 55% in size
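Luminescent ATP readout (CellTiter-Glo, 10 min RT) after 48 or 72 hr compound exposure of NIH 3T3 cells seeded at 400 cells/well in 1536-well format; quantitative HTS.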
Active calls of the source: *; i = inactive; ? = inconclusive; . = no result given; [ ] = another dose, or the depositor's remark. Unless noted, calls follow the shape of the dose curve; as a rule, active = well fitted curve in the direction sought with a large enough effect; inconclusive = small, poorly fitted or top-dose-only effect, or another doubt; inactive = no such curve, though single readings can be large; an effect the other way counts as inactive or inconclusive. Unless noted, % is scaled to controls: 0 for no effect and ±100 for the full control effect.

SMILES	GPT2 inhibitor	FLuc inh	SNCA viab count	HEK cytotox	SNCA expr inhib	IP6K1 inhibitor	3T3 cytotox
C[C@]1(CO)[C@H]2Cc3sc(-c4ccsc4)nc3[C@@H](CC(=O)Nc3cccc(O)c3)[C@]2(C)CC[C@H]1O	-3%	1%	-8%	?	7%	6	?
COCC1CN(C)CC12CCN(C(=O)C1CCOCC1)CC2 (stereo not drawn)	4%	-13%	11%	-1%	-5%	15	0%
COc1ccc(N2C(=O)C3(CCCCC3)C2C(=O)NCCc2c(C)noc2C)cc1 (stereo not drawn)	-16%	1%	-17%	1%	?	-9	-3%
O=C(Cn1ncc2c3ccccc3n(Cc3cccc(Cl)c3)c2c1=O)Nc1ccc(F)cc1F	.	.	18%	.	0%	3	.
CC1=NOC2(CCN(Cc3ccc(C(F)(F)F)cc3)CC2)C1	i	-6%[172 µM]	-3%[87.6 µM]	?	50%[activator][87.6 µM]	3	?
COc1ccc(C(=O)N[C@@H]2CN(C(=O)Nc3cccc(C(F)(F)F)c3)CCC[C@H]2O)cc1	3%	-3%	0%	-20%	-9%	12	-20%
CCCCn1c(=O)c2oc3ccccc3c2n(CC(=O)Nc2cccc(Cl)c2C)c1=O	.	.	-2%	.	51%[activator]	52	.
CC(C)=CCC1(CO)CCCN(C(=O)c2cccn2C2CC2)C1 (stereo not drawn)	-4%	5%	-14%	?	?	-2	-15%
CCCCn1c(=O)c(C(=O)N2CCN(C(=O)NC3CCCC3)CC2)nc2cccnc21	0%	.	11%	5%	-9%	10	-17%
CCCNC(=O)C1COC2(CCN(C(=O)c3cccc(C)c3)CC2)N1C(=O)c1ccc(OC)cc1 (stereo not drawn)	i	5%	-5%	i	1%	-14	1%
CCc1ccc(-c2cc(C)no2)cc1S(=O)(=O)N1CCN(c2cccc(Cl)c2)CC1	.	.	-6%	.	-28%	-4	.
FC(F)(F)c1cccc(Nc2ncc(-c3cccnc3)c3c2OCC3)c1	-3%[88.5 µM]	5%[172 µM]	-24%[87.6 µM]	?	-12%[87.6 µM]	22	?
COc1ccc(OC)c(C2CCN(C(=O)c3cc4ccccc4[nH]c3=O)C2)c1 (stereo not drawn)	-5%	0%	2%	?	20%	-5	?
O=C1CCN(CC(O)Cc2ccccc2)c2ccccc2CN1CC1CC1 (stereo not drawn)	.	.	.	?	.	-10	?
O=[S+]1([O-])N(Cc2ccccc2)C[C@@H](O)[C@]12CCN(Cc1ccc(C(F)(F)F)nc1)C2	.	.	.	?	.	-8	?
O=C(N[C@H]1CO[C@H]2[C@@H]1OC[C@@H]2n1nnnc1Oc1ccc(-n2cncn2)cc1)C1CCCCC1	-4%	-2%	-5%	-5%	1%	-1	-6%
CC(C)C(=O)Nc1nnc(S(=O)(=O)N2CCc3ccccc32)s1	.	.	3%	.	5%	12	.
CCN(c1ccccc1)c1nnc(NC(=O)Nc2ccc(C)cc2)s1	.	.	0%	.	-20%	-13	.
CCOc1ccc(CNC(=O)c2ccc3c(c2)sc2nc(-c4ccccc4)cn23)cc1	.	.	4%	.	147%[activator]	12	.
CC1=C(c2ccc(Cl)cc2)S(=O)(=O)N=C1N1CCC(C(=O)NCc2ccccc2F)CC1	.	.	4%	.	?	-12	.
Cc1cc(C(=O)N(C)C2CCc3nnc(C)n3CC2)c(C)n1Cc1ccco1 (stereo not drawn)	3%	-6%	1%	2%	-1%	-5	-12%
OC[C@@H]1CN(Cc2ccccc2)C[C@H]1c1nc(-c2ccncc2)no1	3%	?	8%	?	41%[activator]	-13	?
O=C(c1ccccc1)N1CCC2(C1)C(=O)N(c1ccccc1)c1ccccc12 (stereo not drawn)	-9%	.	-29%	?	-21%	-9	?
COc1cccc(-c2cc(C(=O)NCC#N)c3cnn(C)c3n2)c1	.	.	.	?	.	5	40µM*
COCCOC1CCOC2(CCN(C(=O)c3cccnc3)CC2)C1 (stereo not drawn)	i	-14%	-22%[12.5 µM]	-1%	-19%	-8	-13%
Cc1nn(CC(=O)NCc2ccco2)c(=O)c2nn(-c3ccccc3)c(C)c12	.	.	-1%	.	13%	18	.
Cn1c(CO[C@H]2CN(C(=O)c3ccccc3)C[C@H]2F)nc2ccccc21	-47%[88.5 µM]	-3%[172 µM]	2%[87.6 µM]	-20%[172 µM]	5%[87.6 µM]	-7	-9%[138 µM]
Cn1c(CN2C[C@H](O)C[C@H]2c2nc(-c3ccc4c(c3)OCO4)no2)nc2ccccc21	i	?	-7%[87.6 µM]	?	17%[87.6 µM]	14	?
COc1cc(NC(=O)CCC2CCCN(C(=O)CCN3CCCCO3)C2)cc(OC)c1 (stereo not drawn)	-19%	-6%	-1%	-7%	-23%	22	-23%
Cc1ccc(-c2ccccc2CN2CCC(C(=O)N3CCC(c4ccccc4)CC3)CC2)cc1Cl	.	.	.	?	.	-7	?
COc1ccc(OC(=O)N2CCC(Oc3ccc4c(cnn4CCC(=O)O)c3)CC2)cc1	i	-12%[172 µM]	3%[87.6 µM]	-26%[172 µM]	-1%[87.6 µM]	7	?
COCCNc1ncccc1-c1noc([C@@H]2CCCN2Cc2ccncc2)n1	4%[88.5 µM]	11%[172 µM]	-15%[87.6 µM]	?	10%[87.6 µM]	15	-23%[174 µM]
COc1ccc(CN2C(=O)CO[C@H]3CN(C4CCOCC4)C[C@H]32)cc1	3%[88.5 µM]	-6%[172 µM]	2%[87.6 µM]	-2%[172 µM]	10%[87.6 µM]	-10	?
CCOc1ccccc1-c1noc(CCCC(=O)Nc2cccc(C(F)(F)F)c2)n1	.	.	-1%	.	-16%	-15	.
COc1ccc(Cn2c(C3CCN(C(=O)Cc4cccc(F)c4)CC3)n[nH]c2=O)cc1	i	-2%	2%	1%	?	-7	-3%
CC(=O)c1cccc(NC(=O)Cn2nc(C)n3cccc3c2=O)c1	.	.	-23%	.	7%	-3	.
Cc1cccnc1C(=O)N[C@@H]1CN(c2ncccn2)C[C@H]1CO	-7%	-4%	3%	-4%	14%	4	-11%
O=C(Cc1cccc(F)c1)N1CCN(c2cc(C(F)(F)F)ncn2)CC1	i	-15%	-3%	?	-43%	8	-22%
CCOc1ccc(OCC)c(NC(=O)C2CCCN(S(=O)(=O)c3ccc4c(c3)oc(=O)n4C)C2)c1 (stereo not drawn)	.	.	?	.	8%	18	.
CCC1(O)CCC12CCN(C(=O)c1ccc(OC)c(F)c1)CC2 (stereo not drawn)	i	.	5%	-28%	17%	3	?
O=C(CSc1nc2ccsc2c(=O)n1Cc1ccc(F)cc1)NCc1ccc(Cl)cc1	.	.	4%	.	9%	-6	.
O=C(CC(c1ccccc1)c1cn(Cc2ccccc2)c2ccc([N+](=O)[O-])cc12)N1CCOCC1 (stereo not drawn)	i	-5%	-29%	?	?	35	?
CC1N=C2c3ccccc3N=C(SCC(=O)NCc3ccc(Cl)cc3)N2C1=O (stereo not drawn)	.	.	-7%	.	-7%	-2	.
CC(=O)c1ccc(NC(=O)c2noc3c2CSc2ccccc2-3)cc1	.	.	-3%	.	?	-5	.
CCOc1ccc(-c2nnc(SCC(=O)NC3CCCC3)nc2-c2ccc(OCC)c(OC)c2)cc1OC	.	.	-3%	.	8%	-14	.

Just HEK cytotox and SNCA viab count, for some of the entries so far:
SMILES	HEK cytotox	SNCA viab count
O=C(CSc1nc2ccsc2c(=O)n1Cc1ccc(F)cc1)NCc1ccc(Cl)cc1	.	4%
O=C(CC(c1ccccc1)c1cn(Cc2ccccc2)c2ccc([N+](=O)[O-])cc12)N1CCOCC1 (stereo not drawn)	?	-29%
CC1N=C2c3ccccc3N=C(SCC(=O)NCc3ccc(Cl)cc3)N2C1=O (stereo not drawn)	.	-7%
CC(=O)c1ccc(NC(=O)c2noc3c2CSc2ccccc2-3)cc1	.	-3%

(cont.)
SMILES	GPT2 inhibitor	FLuc inh	SNCA viab count	HEK cytotox	SNCA expr inhib	IP6K1 inhibitor	3T3 cytotox
COCCC(=O)Nc1ccc2c(c1)CCC(=O)N2C	i	-9%	-1%	4%	41%[activator]	-2	-11%
COC(=O)c1c(Oc2ccc(C(C)=O)cc2)nnc(-c2ccccc2)c1-c1ccccc1	.	.	10%	.	44%[activator]	-19	.
COc1ccccc1-c1ccc(CN2CCC(N[S+](=O)([O-])c3ccccc3)C2)cc1 (stereo not drawn)	.	.	.	35µM*	.	20	32µM*
O=C(Nc1cc(F)ccc1Cl)c1cnc(-c2ccccc2)nc1-c1ccncc1	i	-6%	8%	-8%	?	30	-11%
O=C(Cn1ncc2ccc(Cl)cc21)NCc1ccc(F)cc1	.	.	12%	.	15%	10	.
CC1CCc2onc(C(=O)N3CCN(c4ccc(Cl)cc4)CC3)c2C1 (stereo not drawn)	.	.	8%	.	-13%	13	.
CCn1c2c(c(=O)n3ncc(C(=O)Nc4ccc(F)c(Cl)c4)c13)CN(Cc1ccc(OC)cc1)CC2	.	.	-7%	.	-5%	21	.
COc1cccc(CN2CC(C(=O)NCc3cc4ccccc4[nH]3)CCC2=O)c1 (stereo not drawn)	5%	6%	-1%	?	3%	-1	-32%
O=C(C[C@H]1NC(=O)c2ccccc2NC1=O)Nc1ccc(N2CCCS2(=O)=O)cc1	i	-6%	6%	18%	4%	17	i
O=C(c1ccc2cc[nH]c2c1)N1CCCN(c2cc(-c3ccc(Cl)cc3)[nH]n2)CC1	?	-10%	-18%	40µM*	-17%	17	40µM*
Cc1cccc(OCC(=O)Nc2ccc3c(c2)nc(CN2CCCCC2)n3C)c1	.	.	-6%	.	?	14	.
Cc1ccc2c(c1)N(CC(=O)N1C[C@@H](C)[C@](O)(C3CCC3)C1)C(=O)CO2	-31%	-5%	0%	4%	-10%	7	-4%
CCc1ccccc1-n1c2c(cc(-c3nc(-c4ccc(Cl)cc4)cs3)c1=O)C(=O)CC(C)(C)C2	.	.	0%	.	-3%	-8	.
CCOC(=O)c1[nH]c(C)c(CCC(=O)NCc2cccc(C)c2)c1C	.	.	15%	.	19%	12	.
O=C(NC1CCCCC1)N[C@H]1CCN2C(=O)c3ccc(Cl)cc3NC(=O)[C@H]12	-17%[88.5 µM]	-2%[172 µM]	-7%[87.6 µM]	3%[172 µM]	-25%[87.6 µM]	-10	-8%[138 µM]
Cc1ncsc1CCC(=O)N[C@@H]1CCOC[C@H]1OCC(=O)O	1%	?	-3%	-10%	2%	2	-5%
COc1ccc(CC(=O)NC2CCN(c3ccnc4ccnn34)CC2)cc1	i	.	-2%	-12%	?	-5	-20%
Cc1ccc(NS(=O)(=O)c2ccc(-n3cccn3)cc2)cc1Cl	.	.	1%	.	0%	11	.

These rows are one share of the data; rates above refer to the full screens.
